Screening results: PubChem, several laboratories
VHR inh abs: inhibitors of human VHR1 phosphatase (DUSP3); P51452; recombinant VHR phosphatase, pNPP absorbance; inhibition, % at 13.3 µM; 0.52% of 290,000 active; in the data active = inhibition above about 50%; also: some compounds called inactive have numbers as strong as hits
Target sequence (P51452 whole entry, looked up): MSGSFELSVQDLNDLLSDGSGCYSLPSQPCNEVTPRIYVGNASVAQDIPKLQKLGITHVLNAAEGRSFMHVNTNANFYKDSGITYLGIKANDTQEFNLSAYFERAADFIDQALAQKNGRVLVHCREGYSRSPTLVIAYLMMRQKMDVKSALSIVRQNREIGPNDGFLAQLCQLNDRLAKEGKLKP
Rv3671c inh: Rv3671c (M. tuberculosis) protease inhibition. P9WHR9. inhibition, % at 5.96 µM. 0.048% of 320,000 active. AID 2606; in the data active = inhibition above about 38%;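 also: extracellular domain of Rv3671c used as enzyme; 0% = enzyme with DMSO and 100% = no enzyme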
Target sequence (P9WHR9 whole entry, looked up, the tested form may be a part): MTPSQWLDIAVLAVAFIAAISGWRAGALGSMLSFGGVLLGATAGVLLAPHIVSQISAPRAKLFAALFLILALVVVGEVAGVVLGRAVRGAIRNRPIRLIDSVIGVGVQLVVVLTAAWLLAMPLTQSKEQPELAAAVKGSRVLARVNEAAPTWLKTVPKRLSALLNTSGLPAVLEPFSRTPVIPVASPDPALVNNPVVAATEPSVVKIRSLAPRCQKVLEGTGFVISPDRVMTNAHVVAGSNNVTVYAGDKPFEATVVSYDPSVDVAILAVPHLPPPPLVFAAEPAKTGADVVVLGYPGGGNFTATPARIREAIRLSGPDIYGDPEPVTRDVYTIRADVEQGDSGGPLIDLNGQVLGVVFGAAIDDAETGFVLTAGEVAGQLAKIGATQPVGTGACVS
MazEF act: activators of E. coli MazEF toxin-antitoxin RNase; activation, % at 20 µM; FAM/BHQ RNA-DNA oligo cleavage fluorescence, 5 h; 0.32% of 350,000 active; P0AE70; in the data active = activation above about 50%
Target sequence (P0AE70 whole entry, looked up): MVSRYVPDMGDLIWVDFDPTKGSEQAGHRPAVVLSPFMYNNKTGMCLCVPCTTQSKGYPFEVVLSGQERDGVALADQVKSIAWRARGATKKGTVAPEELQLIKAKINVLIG
TcdB inh: TcdB glycohydrolase inhibition; P18177; TcdB glycohydrolase enzymatic assay, plate reader; inhibition, % at 9.99 µM; 0.24% of 350,000 active; in the data active = inhibition above about 10%
BH1578 lux ind: induces V. cholerae light production without autoinducers. V. cholerae BH1578 lux reporter, luminescence, 6 h. activation, % at 18.7 µM. 0.16% of 350,000 active. AID 588436; in the data active = activation mostly above about 9.7%, no sharp cut-off; also: not every result past the cut was called active; inactives centre near 0; reference of the scale not given here
PrPC TRFRET: cell surface PrPC inhibition, primary TR-FRET screen; P04156; inhibition, % at 13.8 µM; AID 720596; 0.43% of 370,000 active; TR-FRET read-out; in the data active = inhibition above about 24%; also: 0% = median of the test wells and 100% = reference compound wells
PriA SSB inh: K. pneumoniae PriA-SSBct interaction inhibition | inhibition, % at 33 µM | AlphaScreen SSBct-PriA binding, biotinylated peptide | 0.6% of 430,000 active; in the data active = inhibition mostly above about 37%, no sharp cut-off; inactive = mostly below about 20%;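 also: plate controls were negative control peptide for no effect and reference peptide for full effect; strong numbers were not always called active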
SARS 3CLpro inh: SARS-CoV 3CLpro protease inhibition; inhibition, % at 6 µM; AID 1706; recombinant SARS-CoV 3CLpro, quenched FRET peptide cleavage; 0.14% of 290,000 active; P0C6X7; in the data active = inhibition above about 12%
Yp Topo-I inh: inhibitors of Yersinia pestis topoisomerase I; AID 504884; 0.064% of 360,000 active; Y. pestis Topo-I cleavage product accumulation, plate reader; activity, % at 10 µM; in the data active = activity above about 50%, passing the limit was not always enough; also: inactives centre near 2
CCHFV vOTU inh: CCHFV vOTU protease inhibition. 0.55% of 370,000 active. inhibition, % at 11.5 µM. Pep-AMC fluorescence. AID 651958; in the data active = inhibition above about 30%; also: 0% = vehicle wells with enzyme and 100% = no enzyme wells
An asterisk follows results filed as active; i = inactive; / = no result given; ! = a repeat was not active.

The line under a structure holds: VHR inh abs	Rv3671c inh	MazEF act	TcdB inh	BH1578 lux ind	PrPC TRFRET	PriA SSB inh	SARS 3CLpro inh	Yp Topo-I inh	CCHFV vOTU inh
Cc1cccc(N(CC(=O)NCCSCc2ccccc2)S(C)(=O)=O)c1
  7	-4	-7	0.5	0.3	1	-9	-4	-1	-12
CC1(C)CC(=O)C=C(N2CCOCC2)C1
  33	0	12	0.0	-0.5	-1	-14	5	-1	-5
CCOc1cc(/C=N/Nc2ncnc(Cl)c2N)ccc1O
  -4	9	4	/	-0.3	-13	/	-1	-1	6
CSCCC1NC(=O)C(C(C)=Nc2ccccc2)=C1O (stereo not given)
  /	/	1	0.9	-1.3	5	4	/	-1	-19
COc1ccc(CN2CCC(CNC(=O)NC3CCCCC3)CC2)cc1
  28	5	7	/	7.7	-14	-18	-5	-2	3
Cc1ccc(C)c(OCC(=O)N(Cc2nnc(-c3ccccc3Cl)o2)C2CC2)c1
  /	-2	-2	-1.5	-0.6	4	-12	/	29	8
Cc1c(C(C)(C)O)[nH]c2ccc(C#N)cc12
  -2	4	8	0.2	-0.4	8	-3	-4	0	8
Cc1cc2cc(CNC(=O)Nc3ccccc3)ccc2[nH]1
  16	-7	3	0.7	-0.1	0	44*!	-1	0	6
CC(=O)Nc1ccc(N2C(=O)CCC2=O)cc1C
  -15	1	0	/	-2.0	-10	-14	4	5	-3
CCCNC(=O)c1ccc2c(=O)c(O)c(-c3ccc(OC)cc3)[nH]c2c1
  19	9	0	/	-0.5	/	-41	/	-4	/
N=c1n(N)c2ccccc2n1CC(=O)c1ccc(Br)cc1
  26	-9	10	-1.4	-1.3	-10	4	-2	2	-19
CSc1ccccc1NC(=O)c1cc(-c2cccnc2)nc2ccc(Br)cc12
  30	-15	-19	-0.2	i	6	-1	1	17	6
CC1CCN(C(=O)CCc2nnc3ccc(NCc4ccco4)nn23)CC1
  -7	7	5	1.6	i	-2	2	-3	7	15
Cc1ccc(/C=N/NC(=O)CSc2nc3ccccc3n2Cc2ccc(Cl)cc2)o1
  7	-23	-4	/	-0.3	2	/	-4	30	2
Cc1cc(C(=O)NCC(=O)OCC(=O)NCC2CCCO2)ccc1[N+](=O)[O-] (stereo not given)
  /	-7	-4	0.7	-0.3	-7	-5	/	-8	-1
O=C(COc1cc(F)ccc1[N+](=O)[O-])Nc1cc(S(=O)(=O)N2CCCC2)ccc1Cl
  /	/	9	-5.2	-2.8	-3	-9	/	12	24
O=C(Cn1nnc(-c2ccccc2F)n1)OCC(=O)c1ccccc1
  22	-7	5	-0.4	-0.4	-1	-6	-7	-11	3
N=c1n(CCN2CCOCC2)c2ccccc2n1CC(O)COc1ccccc1 (stereo not given)
  22	-5	12	/	i	-3	0	-7	-1	6
COc1ccc(S(=O)(=O)N2C(=O)/C(=C3\SC(N)=NC3=O)c3ccccc32)cc1
  25	4	10	1.4	-0.7	2	/	-1	-5	-4
CC1CCCN(CC(O)COc2ccc(S(=O)(=O)N3CCCC3)cc2[N+](=O)[O-])C1 (stereo not given)
  /	5	-8	1.6	i	-6	4	/	-7	10

Ordered by SMILES length (highest first): part of the list above
The line under a structure holds: VHR inh abs	Rv3671c inh	MazEF act	TcdB inh	BH1578 lux ind	PrPC TRFRET	PriA SSB inh	SARS 3CLpro inh	Yp Topo-I inh	CCHFV vOTU inh
Cc1cc(C(=O)NCC(=O)OCC(=O)NCC2CCCO2)ccc1[N+](=O)[O-] (stereo not given)
  /	-7	-4	0.7	-0.3	-7	-5	/	-8	-1
CSc1ccccc1NC(=O)c1cc(-c2cccnc2)nc2ccc(Br)cc12
  30	-15	-19	-0.2	i	6	-1	1	17	6
N=c1n(N)c2ccccc2n1CC(=O)c1ccc(Br)cc1
  26	-9	10	-1.4	-1.3	-10	4	-2	2	-19

(further entries)
The line under a structure holds: VHR inh abs	Rv3671c inh	MazEF act	TcdB inh	BH1578 lux ind	PrPC TRFRET	PriA SSB inh	SARS 3CLpro inh	Yp Topo-I inh	CCHFV vOTU inh
CS(=O)(=O)Nc1ccccc1C(=O)OCC(=O)NC1CC1
  /	4	3	0.5	i	-1	-4	/	2	-2
CCN1/C(=C\c2ccc3cc(C)ccc3[n+]2CC)Sc2cc(C)c(C)cc21
  16	/	82*	-4.3	-0.4	-15	/	-17	3	10
COc1cc(OC)c(CN2CCN(c3ccc(F)cc3)CC2)cc1Br
  32	6	-20	/	-0.7	-4	13	2	-8	3
NC(=O)CSc1nc2ccccc2n1Cc1ccccc1F
  -5	5	7	/	i	-8	-7	-2	10	8
CSc1cccc(NC(=O)CNS(=O)(=O)c2ccccc2)c1
  1	/	2	-0.1	-0.5	2	0	-1	-1	-4
CC(=O)c1cccc(-c2cnc3c(NC=O)cc(-c4ccccc4F)cn23)c1
  /	/	/	0.8	-0.5	3	/	/	29	-4
COc1ccc(CNC(=O)COc2ccc(C(=O)c3ccc(F)cc3)cc2)cc1
  3	-8	5	0.3	-7.9	5	-11	1	10	-1
Cc1cccc(C)c1OC(=O)CN1C(=O)c2ccccc2C1=O
  -18	-2	-2	0.5	-0.2	6	-3	5	-9	-6
COc1ccc(C(=O)NNC(=O)Cc2nc3ccccc3n2C)cc1
  /	10	-7	0.2	0.0	-5	5	/	4	-3
Cc1ccc(C(=O)Oc2cc(-c3ccccc3)no2)cc1
  8	10	2	/	-0.4	3	7	3	3	-10
Cc1ccc(/C=N\NC(=O)COc2ccc(C)cc2[N+](=O)[O-])cc1
  12	7	1	1.0	0.7	-2	/	5	33	16
O=C(COc1ccc2ccccc2c1)N1CCCC1
  -12	-8	8	/	-0.3	4	-8	-1	11	3
COc1ccc(CCN(CC(=O)NC2CCCC2)C(=O)CCC(=O)Nc2cc(C)on2)cc1OC
  9	12	6	/	-7.9	2	-10	-5	4	18
NS(=O)(=O)c1cccc(NC(=O)Cc2ccc(Cl)c(Cl)c2)c1
  3	-3	2	1.3	1.3	7	-18	-1	-10	5
COc1ccc(-c2nnc3sc(CN4C(=O)c5ccccc5C4=O)nn23)cc1
  -6	4	32	/	i	-6	-6	/	-4	-4
Cc1ccc(CCNC(=O)C2CCCN(c3nc4ccccc4o3)C2)cc1 (stereo not given)
  22	4	-2	/	i	2	-14	2	5	0
CCOC(=O)/C(=C/c1c(C)n(C)c2ccc([N+](=O)[O-])cc12)C(C)=O
  12	-1	26	1.5	-0.2	-18	4	0	3	5
CC(=O)N1CCN(c2ccc(NC(=O)c3ccc(Cl)cc3)cc2)CC1
  17	2	2	-0.5	i	-2	0	2	-4	-8
CC(=O)Nc1ccc(S(=O)(=O)NCc2ccc(C)n2C)cc1
  -36	4	14	-0.4	-0.5	2	-26	-3	5	2
O=C(Nc1ccc2c(c1)OCO2)C1CCCN(S(=O)(=O)Cc2ccccc2)C1 (stereo not given)
  15	-6	-20	/	i	9	-10	-3	-12	8
CCOc1cccc(-c2c(C(=O)N/N=C(\C)c3cccnc3)nnn2-c2nonc2N)c1
  14	11	9	-2.4	i	4	/	1	4	7
CCN1C(=O)/C(=C\N2CCCc3ccccc32)SC1=S
  18	12	-21	/	/	3	-17	3	-2	-6
C=CC(C)n1c(Br)nc2c1c(=O)[nH]c(=O)n2C (stereo not given)
  17	1	7	/	-0.3	-3	-4	3	-13	-13
Cc1ccccc1C#N
  /	0	8	-0.9	-0.4	1	-4	/	-3	-4
Fc1ccccc1NC(=S)NCCc1cccc(Cl)c1
  19	/	-3	1.5	i	14	-17	0	8	-4
COc1ccc(NC(=O)CN(c2ccc(F)cc2)S(=O)(=O)c2ccccc2)c(OC)c1
  -32	-3	-6	0.9	-2.3	5	-7	8	26	-7
NC(=O)c1c(N)sc(=S)n1-c1ccccc1
  18	6	4	/	i	-22	-10	-2	3	12
C/C(=N\NC(=O)c1nnn(-c2nonc2N)c1CN(C)c1ccccc1)c1cccnc1
  18	1	-11	2.1	0.0	3	/	1	-12	12
CCOc1ccccc1N1CN(CC)CNC1=S
  17	4	-2	/	i	5	5	3	7	-1
COc1ccc(CN(C(=O)Cc2c[nH]c3ccccc23)C(C(=O)NC2CCCCC2)c2ccc(C)o2)cc1 (stereo not given)
  6	-8	4	/	-5.9	15	13	3	6	5
CCCC/C(O)=C1\C(=O)CC(C)(C)CC1=NCCCCCC(=O)O
  5	-4	4	1.9	-0.3	10	/	8	16	1
O=C(c1cccc(F)c1)N1CCC(N2CCCCCC2)CC1
  -7	2	5	/	i	-5	-11	-1	5	7
COc1ccc(OCC(=O)Nc2ccc(NC(=O)c3ccco3)cc2)cc1
  -6	-5	-6	/	i	-5	-7	-5	7	15
Cc1cc2ccccc2n1CCNC(=O)C1CCCC1
  24	-2	11	/	5.6	40*	24	1	-5	15
O=C(CN(C(=O)CNC(=O)c1cccs1)c1cccc(F)c1)NC1CCCCC1
  7	-3	0	0.2	-0.3	-9	-3	7	9	14
O=C(NCCS(=O)(=O)N1CCN(c2ccccc2)CC1)C1CCCCC1
  /	/	5	0.2	i	-24	/	/	12	6
O=C(COC(=O)C1CCN(c2ccc(C(F)(F)F)cn2)CC1)Nc1ncc(Cl)cc1Cl
  /	0	-14	0.6	-2.5	-1	7	/	-2	4
CCOC(=O)C1=C(C)OC(N)=C(C#N)C1c1ccc(C)o1 (stereo not given)
  37	-6	-13	/	i	-7	-9	-1	0	-10
Cc1ccc(C(=O)Nc2ccc(C(=O)NCC3CCCO3)cc2)cc1 (stereo not given)
  6	/	2	0.3	-0.5	-6	-1	5	-1	-11
Cc1c(Cl)cccc1NC(=O)CC1Oc2ccccc2NC1=O (stereo not given)
  16	0	5	-0.1	i	-1	-6	0	5	-2
O=C(O)CNC(=O)/C(=C\c1ccco1)NC(=O)c1ccco1
  13	/	11	-0.4	i	-9	-1	7	0	-10
O=C(Nc1ccc(Br)cc1)c1cc(S(=O)(=O)Nc2ccccn2)ccc1Cl
  1	-7	4	3.5	-0.3	3	-2	-3	0	0
O=C(COC(=O)Cc1cccs1)Nc1ccc(F)c(F)c1F
  13	5	4	/	3.8	3	-4	-1	3	9
O=C(NCCc1nc2ccccc2[nH]1)/C(=C/c1ccc2c(c1)OCO2)NC(=O)c1ccccc1
  -7	-14	3	-0.4	-0.3	-9	3	5	2	-10
Clc1ccc(N=c2ssnc2Cl)cc1
  -14	-20	0	/	i	1	1	-2	-5	-10
COc1cccc(C(=O)c2c[nH]c(C(=O)NCCCN(C)C)c2)c1
  17	3	11	0.6	-0.9	5	15	-4	-1	-7
COc1cc(NS(=O)(=O)c2ccc(NC(=O)/C=C/c3ccc([N+](=O)[O-])cc3)cc2)ncn1
  -3	6	1	-3.2	0.0	-12	-6	3	-8	-8
CCOC(=O)C1(Cc2ccc(Cl)cc2)CCN(Cc2nccn2CC)CC1
  17	-2	-5	/	-0.5	2	11	-2	24	-4
COc1ccccc1NC(=O)N1CCCC1C(=O)NCc1ccccc1Cl (stereo not given)
  6	0	12	-0.8	i	2	-8	-6	13	-14
COCCNC(=O)C(=O)NCC1OCCN1C(=O)c1ccc(Cl)cc1 (stereo not given)
  4	1	12	1.8	i	0	-10	-2	-9	0

The list goes on:
The line under a structure holds: VHR inh abs	Rv3671c inh	MazEF act	TcdB inh	BH1578 lux ind	PrPC TRFRET	PriA SSB inh	SARS 3CLpro inh	Yp Topo-I inh	CCHFV vOTU inh
Cc1ccc(S(=O)(=O)N2Cc3ccccc3-n3nncc3C2)cc1
  /	/	4	1.7	i	3	-12	/	-2	13
C[C@]12CC[C@H](O)CC1=CCC1C2CC[C@@]2(C)C1CC[C@@H]2NC(=O)CCC(=O)O (stereo not given in full)
  /	-3	-7	0.1	i	6	-7	/	5	-6
O=C(C1=C[C@@H](c2ccc(Br)cc2)C[C@@H](OCc2ccc(CO)cc2)O1)N1CCN(Cc2ccc3c(c2)OCO3)CC1
  26	-21	-5	/	-1.0	/	13	1	6	/
CCN(c1ccccc1)P(=O)(Nc1ccccc1)Nc1ccccc1
  2	4	9	0.6	i	-3	-5	-1	6	-5
Cc1cc([N+](=O)[O-])nn1CC(=O)Nc1ccc(Cl)cn1
  32	2	1	0.6	-0.4	-5	-9	-2	0	-5
O=S(=O)(NC1=NCCC1)c1cccs1
  -12	7	-5	/	i	-2	-10	3	-3	-11

An excerpt; count on the stated rates, not on these rows.
